NSD2 HMT inh: inhibitors of human histone methyltransferase NSD2; NSD2 peptide methylation, AlphaScreen, 120 min; 0.54% of 310,000 active; O96028; inhibition, % at 12.5 µM; in the data active means inhibition above about 50%
DSG3 Ab inh: blocks pemphigus antibody binding to human desmoglein-3; binding (percent of control), % at 10 µM; DSG3-coupled beads, scFv-anti-DSG3-GFP binding, flow cytometry; active compounds read low; 0.48% of 310,000 active; P32926; AID 588358;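 active means binding more than 3 SD below its plate's average and above zero; inconclusive means below that plate limit but binding exactly zero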;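 further: hits lower antibody fragment binding to DSG3; some compounds called inactive have numbers as strong as hits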
Arr AP2 block: blocks beta-arrestin peptide binding to AP2 adaptin; FITC-arrestin peptide / GST-AP2 beads, flow cytometry; AP2 beta2 appendage carries R879A mutation; inhibition, % at 10 µM; 0.31% of 340,000 active; AID 504490;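 active means inhibition above a set limit, near 3 SD of compounds lacking own fluorescence, cut at about 54% in these data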;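 further: plate controls were DMSO wells for no effect and 5 µM unlabelled arrestin peptide for full effect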
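System: GST-tagged AP2 beta2-adaptin appendage (R879A) on 4 µm glutathione beads / Reagent: FITC-arrestin peptide, 50 nM / Detection: HyperCyt-sampled flow cytometry, FL1 channel, ex 488/em 535 nm / Timing: 12 min plus 1 h, RT / Buffer or medium: PBS plus Tween 20 (0.05%) and BSA (0.1%)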
SR-BI HDL uptake: blocks mouse SR-BI lipid uptake from DiI-HDL | 0.96% of 320,000 active | inhibition, % at 12.5 µM | ldlA[mSR-BI] CHO cells, DiI-HDL uptake fluorescence, 3 h | Q61009;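 active means mean replicate inhibition of at least 70% and a set share of replicates each scoring 70 or more; inconclusive means meets just one of the two criteria; inactive means fails both criteria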;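 further: 0% = median of neutral control wells and 100% = median of positive control wells; values of inactives mirror those of a sister screen read the other way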
SUMO Mot1 rescue: SUMOylation pathway inhibition by Mot1-301 growth rescue | growth rescue, % at 18.8 µM | S. cerevisiae Mot1-301 growth rescue, ATP luminescence, 38.5C; percent above DMSO median, 100 means doubled | AID 2716 | 1% of 320,000 active;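 active means every valid replicate shows activation above 250% relative to neutral control wells; inactive means the rest, any valid replicate at or below 250%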;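 further: OY570 slx delta 5 strain wells were the positive control but not used for scaling; some compounds called inactive have numbers as strong as hits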
PKA-R1A activ: activates the PKA-R1A holoenzyme complex. PKA-R1A dissociation, Cy5-IP20 fluorescence polarization; scaled: DMSO 0%, 113 µM cGMP 100%. activation, % at 11.4 µM. 0.083% of 340,000 active;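 active means percent activation above the mean of all tested compounds plus 3 SD, cut at about 19% in these data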;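 further: higher means more PKAc released from R1A so a rise in polarization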
MITF TRPM1 HTS: activators of MITF-driven TRPM1 promoter activity in SK-MEL-5 cells; SK-MEL-5 TRPM1-promoter luciferase, 24 h; % of positive control, neutral wells = 0; activation, % at 12.5 µM; 0.75% of 300,000 active; AID 588334;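 active means mean activation of at least 80% with every replicate also reaching 80%; inconclusive means mean reaches 80% but some replicate falls short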;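 further: 0% = neutral control wells and 100% = parthenolide positive control wells; values of inactives mirror those of a sister screen read the other way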
dFosB act: enhances mouse delta FosB homodimer DNA binding | activation, % at 25 µM | 0.99% of 340,000 active | P13346 | purified delta FosB, TAMRA-CDK5 oligo fluorescence polarization; percent of positive-control signal above neutral wells;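 active means mean activation above about 17%, with every replicate also reaching it, limit read from the data, passing the limit was not always enough; inconclusive means only one of the two conditions met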;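 further: fluorescence polarization rise as delta FosB binds a TAMRA Cdk5 AP-1 oligo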
CDK5 inh: inhibitors of human CDK5/p35 kinase | Recombinant CDK5/p35, ADP-Glo luminescence, 60 min | inhibition, % at 10 µM | 0.01% of 330,000 active | AID 488839;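 active means highest replicate inhibition of at least 50% and at least 75% of replicates reaching 50%; inconclusive means only one of the two criteria met; inactive means both criteria failed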;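 further: plate controls were DMSO neutral control for no effect and GW8510 at 10 µM for full effect; many of its hits are not listed in these tables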
Target sequence (Q00535 whole entry, looked up): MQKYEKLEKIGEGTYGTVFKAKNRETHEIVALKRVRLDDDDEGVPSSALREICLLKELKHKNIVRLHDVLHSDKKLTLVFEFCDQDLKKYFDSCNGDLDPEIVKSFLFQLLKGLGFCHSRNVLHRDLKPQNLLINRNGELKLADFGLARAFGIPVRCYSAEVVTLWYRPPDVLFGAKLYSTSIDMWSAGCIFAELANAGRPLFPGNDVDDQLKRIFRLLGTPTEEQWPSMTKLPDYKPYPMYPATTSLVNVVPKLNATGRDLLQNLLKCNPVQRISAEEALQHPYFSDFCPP
Target sequence (Q15078 whole entry, looked up): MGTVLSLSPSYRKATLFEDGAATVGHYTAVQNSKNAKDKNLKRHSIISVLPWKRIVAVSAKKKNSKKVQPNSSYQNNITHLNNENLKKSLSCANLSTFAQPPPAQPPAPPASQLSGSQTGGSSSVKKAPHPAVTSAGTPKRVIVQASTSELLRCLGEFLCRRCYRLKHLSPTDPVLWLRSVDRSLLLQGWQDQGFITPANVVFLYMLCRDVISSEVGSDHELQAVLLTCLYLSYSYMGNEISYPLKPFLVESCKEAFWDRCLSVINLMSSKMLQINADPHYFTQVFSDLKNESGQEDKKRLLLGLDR
PKA-R2B activ: activators of human PKA-R2B complex; activation, % at 11.4 µM; 0.079% of 340,000 active; PKA-R2B holoenzyme dissociation, Cy5-IP20 fluorescence polarization; R2B truncated from residue 108, S112A mutant; 0% DMSO only, 100% 113 µM cGMP; P22694+P31323;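 active means activation above a cutoff set at the mean over all compounds plus 3 SD, cut at about 18% in these data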;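 further: higher means more holoenzyme dissociation and a rise in polarization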
Target sequence (P31323 whole entry, looked up, other chains not shown, the tested form may be a part): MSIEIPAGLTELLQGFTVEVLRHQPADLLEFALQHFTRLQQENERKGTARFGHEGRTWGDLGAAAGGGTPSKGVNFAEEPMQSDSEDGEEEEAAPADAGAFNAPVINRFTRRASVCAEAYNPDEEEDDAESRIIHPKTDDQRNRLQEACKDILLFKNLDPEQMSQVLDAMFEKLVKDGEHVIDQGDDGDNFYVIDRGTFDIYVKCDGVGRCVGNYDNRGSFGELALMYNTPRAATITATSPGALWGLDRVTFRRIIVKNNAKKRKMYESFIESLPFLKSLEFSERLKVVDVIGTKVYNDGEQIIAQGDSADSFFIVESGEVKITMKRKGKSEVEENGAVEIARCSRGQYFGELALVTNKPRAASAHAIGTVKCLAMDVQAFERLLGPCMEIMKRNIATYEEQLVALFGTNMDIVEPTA
SR-BI DiI-HDL act: SR-BI HDL lipid transfer activation | CHO ldlA[mSR-BI] cells, DiI-HDL uptake fluorescence, 3 h; 100 = double the neutral-control signal | activation, % at 12.5 µM | 0.096% of 320,000 active | AID 504775;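 active means mean replicate activation of at least 60% and every replicate at or above 60%; inconclusive means mean or all-replicate condition met, but not both; inactive means mean below 60% and not all replicates reaching 60%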;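 further: 0% = median plate neutral-control signal and 100% = twice that signal; values of inactives mirror those of a sister screen read the other way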
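Test system: SR-BI-overexpressing, LDLR-lacking CHO cells; Also added: labelled HDL, 10 µg/mL; Measured by: bottom-read cell fluorescence after medium removal, ex 550/em 595 nm; Timing: 3 h uptake period with compound, 37 °C; Buffer or medium: F12, 0.5% BSA, 25 mM HEPES; Doses: single compound concentration, delivered by pin transfer.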
* hit, by the source's call; u = inconclusive; x = not tested or not shown.

| NSD2 HMT inh | DSG3 Ab inh | Arr AP2 block | SR-BI HDL uptake | SUMO Mot1 rescue | PKA-R1A activ | MITF TRPM1 HTS | dFosB act | CDK5 inh | PKA-R2B activ | SR-BI DiI-HDL act | SMILES |
| --- | --- | --- | --- | --- | --- | --- | --- | --- | --- | --- | --- |
| 2 | 122 | 4 | -7 | -5 | -5 | 4 | -3 | -0.9 | -3 | 7 | COc1ccc(S(=O)(=O)N2CCN(Cc3cc(OC)c(OC)cc3OC)CC2)cc1 |
| 2 | 120 | 6 | -7 | 42 | -7 | 3 | -5 | -0.1 | -2 | 7 | CC12CN(NC(=O)c3ccc(Cl)cc3)C3(C#N)CC1CCC23C (configuration not stated) |
| 3 | x | -3 | -16 | 1 | 8 | 19 | -5 | -0.9 | 0 | 16 | COc1ccccc1N1CCN(C(=O)/C=C/c2ccco2)CC1 |
| 2 | x | -10 | -3 | 9 | -9 | 4 | -7 | -1.4 | -2 | 3 | Cc1noc(C)c1CSCC(=O)Nc1nnc(CC(C)C)s1 |
| -2 | 91 | 2 | -13 | -14 | -15 | -5 | -5 | 0.6 | -1 | 13 | Cc1ccc(N(C(=O)Cn2nnc(-c3ccc(F)cc3)n2)C(C(=O)NC(C)(C)C)c2ccncc2)cc1 (configuration not stated) |
| -2 | 102 | 18 | 8 | 46 | 3 | 5 | -3 | 0.9 | -4 | -8 | COc1ccc(/C(N)=N/OC(=O)CCCc2ccccc2)cc1OC |
| -2 | x | 22 | -10 | -4 | 6 | -19 | 1 | -0.2 | -3 | 10 | COc1cc2c(cc1OC)-c1nncn1C(C)(C)C2 |
| 11 | 115 | -5 | -10 | -11 | 2 | x | -9 | 0.7 | -1 | 10 | Cc1ccc(C(=O)NC2CC3CCCC(C2)N3Cc2ccccc2)cc1 (configuration not stated) |
| x | 107 | -1 | -10 | -16 | -3 | -19 | -2 | 0.2 | -1 | 10 | CCC(=O)c1ccc(O)c(OC)c1 |
| -6 | 104 | -7 | -9 | 349 | -3 | 5 | -1 | -0.9 | 3 | 9 | Cc1cccc(OCC(=O)NCC(=O)n2nc(C)cc2C)c1 |
| -2 | 102 | 15 | 13 | 74 | -7 | 3 | -4 | -0.2 | -3 | -13 | COc1ccc(NC(=O)[C@@H](NC(=O)c2ccccc2F)C(C)C)cc1S(=O)(=O)N1CCOCC1 |
| -1 | 90 | 4 | -30 | x | 2 | -3 | -7 | 0.0 | -6 | 30 | CC(=O)C1=C(O)C(=O)N(c2cccc(C(=O)O)c2)C1c1ccccc1F (configuration not stated) |
| -4 | 98 | 32 | 4 | 0 | 0 | 0 | -7 | 0.2 | 1 | -4 | Cc1ccc(C(=O)N/C(=C\c2cccs2)C(=O)NCCc2c[nH]c3ccccc23)cc1C |
| 1 | 92 | 10 | -15 | -2 | -2 | -8 | 5 | 2.2 | -2 | 15 | Cc1ccc(NC(=O)c2cc(=O)[nH]c3ccccc23)cc1 |
| -2 | 97 | 33 | -18 | 326 | -9 | 10 | -1 | 0.1 | -3 | 18 | O=C(COc1ccc(S(=O)(=O)N2CCCC2)cc1)NCC1CCCO1 (configuration not stated) |
| 4 | 94 | 2 | 27 | -6 | 1 | x | -7 | -1.5 | -8 | -27 | O=C(Cc1cccc2ccccc12)Nc1ccc(N2CCOCC2)cc1 |
| 31 | 98 | 1 | 3 | -22 | -11 | 2 | -10 | -0.7 | 6 | -3 | COc1ccc(NC2CCCN(C(=O)CCc3cccc(Cl)c3)C2)cc1 (configuration not stated) |
| -1 | 100 | -2 | 50 | 3 | -1 | 1 | -6 | -1.5 | 2 | -50 | COc1ccccc1NC(=S)N1CCC(NC(=O)NC23CC4CC(CC(C4)C2)C3)CC1 |
| x | 102 | 2 | -11 | 10 | -11 | 4 | 1 | -0.2 | -7 | 11 | O=C(Nc1cccc(F)c1)c1ccc(S(=O)(=O)N2CCOCC2)cc1 |
| 17 | 104 | 10 | -4 | -11 | 3 | -1 | -6 | -1.4 | -2 | 4 | CC(C)(C)c1cc(C(=O)NCc2cccnc2)ccn1 |
| -4 | 102 | -5 | 63 | -29 | 1 | -2 | -2 | -0.4 | -6 | -63 | C/C(CCC12CC3CC(CC(C3)C1)C2)=N\NC(N)=S |
| 1 | 96 | 0 | -49 | 154 | 10 | -16 | 1 | 0.2 | -4 | 49 | CCOC(=O)c1cccc(C(=O)Oc2ccccc2)n1 |
| 2 | 101 | 21 | 16 | -3 | 3 | -3 | -23 | -0.2 | -11 | -16 | Cc1ccc(NC(=O)Nc2ccnc(-c3cccnc3)n2)cc1 |
| -1 | 97 | 18 | -4 | 1 | x | -8 | -3 | 1.1 | x | 4 | CCc1cc(-c2n[nH]c(C)c2-c2nc3ccccc3n2C)c(O)cc1O |
| x | 92 | -7 | -7 | -12 | 5 | -6 | -9 | -0.5 | 7 | 7 | CCCCCCSc1cc(C)nc2ncnn12 |
| -1 | 98 | 9 | 26 | 5 | -17 | -12 | u | -1.2 | -15 | -26 | CC(=O)c1cc2c(cc1N/C(=N/S(=O)(=O)c1ccccc1)c1ccc(Cl)cc1)OCO2 |
| -1 | 102 | -2 | -11 | x | -10 | 7 | -8 | -1.1 | -13 | 11 | COc1cccc(/C=C/C(=O)OCC(=O)Nc2nnc(-c3ccccc3)o2)c1OC |
| -1 | 103 | -1 | 40 | -3 | -2 | 1 | 2 | 0.3 | -4 | -40 | CC1CC(C)CN(C(=O)c2ccc3ccccc3c2)C1 (configuration not stated) |
| x | 329 | 10 | -3 | x | -4 | -3 | 8 | -1.8 | 7 | 3 | COc1ccc(C2/C=C\CN3CCC[C@H]3C(=O)N2Cc2ccc(F)cc2)cc1 (some centres not stated) |
| 0 | 117 | -4 | -2 | -22 | 10 | -11 | -9 | 1.0 | 5 | 2 | CCCCn1c(N)c(N(Cc2ccccc2OC)C(=O)c2cc(=O)[nH]c3ccccc23)c(=O)[nH]c1=O |
| 8 | 102 | -8 | -7 | 2 | -9 | 3 | 5 | -0.9 | 1 | 7 | Cc1ccc([N+](=O)[O-])c(OCCCNCC(C)O)c1 (configuration not stated) |
| -4 | 93 | 21 | x | 227 | -3 | 14 | -10 | 0.8 | 2 | x | Cc1ccc(S(=O)(=O)N2CCOCC2)cc1C(=O)NNC(=O)c1ccoc1C |
| x | 102 | -1 | 6 | x | -1 | -7 | -2 | x | -2 | -6 | CCc1cc(C(=O)NC2CCCN(Cc3ccccc3F)C2)n(C)n1 (configuration not stated) |
| -2 | x | -2 | -26 | -18 | 2 | 10 | 2 | -0.2 | 1 | 26 | COC(=O)C(O)(CC(=O)Nc1ccccc1OC)C(F)(F)F (configuration not stated) |
| 2 | 115 | -14 | -12 | x | -2 | -6 | 8 | -0.9 | -5 | 12 | CN(C)CCN(C(=O)c1cccc(Cl)c1)c1nc2c(Cl)cccc2s1 |
| -1 | 99 | 1 | 11 | 34 | 7 | 24 | 2 | -1.1 | 6 | -11 | COc1ccccc1OCc1ccc(C(=O)NCC2CCCO2)cc1 (configuration not stated) |
| 1 | x | -9 | -42 | 13 | -9 | -9 | 1 | 0.1 | -4 | x | CC1CCCCN1C(=S)NC(=O)c1cc(Br)ccc1Cl (configuration not stated) |
| 0 | 99 | -21 | 0 | -14 | -10 | 5 | -6 | 0.8 | -11 | 0 | COc1cccc(OCCOCCOc2ccc(C)cc2[N+](=O)[O-])c1 |
| 1 | 96 | -14 | -9 | 203 | -5 | -6 | -4 | -1.0 | 6 | 9 | CN(C(=O)c1cccs1)c1ccc(OCC(=O)N2CCC(C(N)=O)CC2)cc1 |
| 5 | 100 | -14 | -16 | -4 | -9 | 4 | -13 | 1.3 | -6 | 16 | O=S(=O)(c1cccc(-c2csc(-c3cccnc3)n2)c1)N1CCCCC1 |
| x | 104 | -2 | -16 | 125 | -9 | -8 | -1 | -18 | 0 | 16 | Cc1nnc(NCCO)c2ccccc12 |
| 6 | 96 | -19 | -1 | -3 | -7 | -4 | u | 0.3 | -8 | 1 | CS(=O)(=O)N(Cc1ccc(C(=O)Nc2ccccc2Sc2ccccc2)cc1)c1ccccc1 |
| 0 | 104 | -10 | -30 | 3 | -1 | 1 | 2 | -2.2 | 4 | 30 | O=C(CCS(=O)(=O)c1ccccc1)OCC(=O)N1CCN(S(=O)(=O)c2ccc(Cl)cc2)CC1 |
| 0 | 100 | 1 | -3 | -4 | 1 | 40 | -3 | 0.0 | 2 | 3 | Brc1ccc(CSc2nnc3ccccn23)cc1 |
| x | 103 | 6 | -7 | 11 | -11 | x | 2 | -0.8 | -13 | 7 | COc1ccc(OC)c(C2C(C(C)=O)=C(O)C(=O)N2c2ccc(F)cc2)c1 (configuration not stated) |
| -1 | 92 | -2 | 53 | -22 | -7 | 11 | -11 | 2.1 | -5 | -53 | CCn1nnc(-c2ccccc2NC(=O)c2cc(OC)c(OC)c(OC)c2)n1 |
| 1 | 94 | 11 | 6 | -2 | 11 | -10 | 5 | -2.0 | -10 | -6 | CCOc1ccc2cc(S(=O)(=O)N3CCOCC3)ccc2c1 |
| 1 | 100 | 8 | -4 | 11 | -8 | -1 | -6 | 1.3 | 1 | 4 | COc1ccc(-c2nn(C)c(=O)c3ccccc23)cc1CNC(=O)C1CCCCC1 |
| x | 104 | 6 | -16 | -1 | 0 | -1 | 2 | -0.2 | -9 | 16 | CC(C)(O[C@@H]1O[C@H](CO)[C@@H](O)[C@H](O)[C@H]1O)[C@@H]1CC=C(C(=O)O)CC1 |
| -1 | x | -3 | -26 | -20 | -9 | 7 | -4 | -1.1 | -6 | 26 | O=C(COC(=O)c1cnccn1)c1ccc(Br)cc1 |
| -5 | 105 | 13 | -24 | -1 | -6 | -2 | 3 | -0.3 | -3 | 24 | Cc1ccc(S(=O)(=O)NC2=NCN(CC(=O)O)CN2)cc1 |
| -2 | 92 | 12 | 19 | -22 | -10 | 3 | -7 | -0.4 | -4 | -19 | O=c1nccc(SCc2ccc(Cl)cc2Cl)[nH]1 |

Screens from PubChem BioAssay.
